T cell modulator: modulators of CD8 T cell-vesicle binding, primary screen, mouse 2C CD8+ T cells, flow cytometry | 2C CD8+ T cell-vesicle binding; stronger effect = lower value | calls only at 7 µM | 0.068% of 330,000 active | AID 2052, 2009;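 active means response, share of CD8 T cells binding vesicles, and their 90th percentile fluorescence all below set limits, cut at about 80% in these data, passing the limit was not always enough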
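material = purified 2C TCR transgenic mouse naive CD8+ T cells | controls = Unloaded micro-vesicles (low), QL9 vesicles with 0.7% DMSO (high) | detection = cytometric PE anti-B7-1 and Alexa647 anti-CD8 signals after 1% paraformaldehyde fixation | incubation = binding step 1.5 h, 37 °C, antibody labelling 20 min, ice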
TNAP activation fold: human TNAP enzyme activators, primary screen, biochemical, luminescent, no phosphate acceptor, uHTS (AID 1001); Alkaline phosphatase, tissue-nonspecific isozyme (Homo sapiens); 0.03% of 200,000 active; activation fold at 20 µM, or EC50 in µM where a hit was titrated; purified TNAP, luminescent activation assay, no phosphate acceptor; higher activation fold means a stronger effect; in the data active means activation fold from about 3, or a potency from the dose series; inactive means the rest, 99 in 100 with activation fold below about 1.6; further: many of its hits are not listed in these tables
MT stabilize HCS: microtubule stabilizers in HeLa cells, primary screen, imaging, high-content imaging. 0.83% of 200,000 active. AID 2205, 2009. HeLa tubulin immunostaining HCS, 24 h; share of cells brighter than vehicle mean+2SD. % tubulin-high responders, % at 10 µM;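 active means plate Z-score above 3 for both tubulin-high and condensed-nucleus cell shares, with cell loss under 80%, at 10 µM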;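 further: anti alpha tubulin signal scored within the nucleus-defined area of each cell; some results filed as inactive read as strong as hits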
Lipid droplet: inhibitors of hepatocyte lipid droplet formation, primary screen, imaging, high-throughput imaging, BODIPY stain; AML12 mouse hepatocytes, oleate lipid droplets; 0.4% of 240,000 active; inhibition, % at 6.5 µM; AID 1656, 2009;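 active means lipid droplet intensity inhibited by at least 50%, with more than 500 cells counted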
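System: AML12 hepatocytes (mouse). Probe or stimulus: oleic acid at 100 µM to induce lipid droplet formation. Times: overnight treatment with compound plus oleate. Detection: Image-based BODIPY and DAPI two-channel analysis. Evaluation: percent inhibition of filter-corrected integrated lipid droplet intensity per well.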
PMI inhibitors: inhibitors of human PMI, primary screen, biochemical, fluorescence intensity, coupled assay (AID 1209) | Mannose-6-phosphate isomerase (Homo sapiens) | purified PMI enzyme, coupled fluorescence intensity; higher % means a stronger effect | inhibition, % at 20 µM; hits with a dose series show IC50 in µM | 0.42% of 190,000 active; in the data active means inhibition above about 50%;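 further: plate controls were DMSO vehicle for no effect and wells lacking substrate for full effect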
b-catenin transl: modulators of beta-catenin nuclear translocation, primary screen, imaging, HeLa cells, immunofluorescence, high-content | AID 1665, 2009 | nuclear translocation activity, % at 5 µM | 0.3% of 190,000 active;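 active means nuclear translocation activity above 50% at 5 µM, with a well cell count of 50 or more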;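 further: per-cell ratio of nuclear to cytoplasmic median beta-catenin stain intensity; plate controls were DMSO negative control for no effect and GSK-3 inhibitor IX positive control for full effect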
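System: HeLa cells, endogenous beta-catenin; compound dosing: 5 µM primary single dose, 0.1% DMSO, 0.02–20 µM confirmation series; incubation: 24 h compound exposure at 37°C, 5% CO2; signal: beta-catenin immunofluorescence imaging with DAPI; evaluation: % activation, nuclear-to-cytoplasmic median beta-catenin signal ratio per cell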
Myeloid diff 2: induction of myeloid progenitor differentiation, primary screen, cell-based, flow cytometry, MLPCN library. ER-HoxA9 myeloid progenitors, lysozyme-GFP differentiation. calls only at 10 µM. 1% of 360,000 active. AID 624256, 2012;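 active means normalized GFP-positive differentiation at or above the plate's own cutoff, the solvent-only control mean plus 3 SD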;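 further: cells exposed to compound for four days before flow analysis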
Ins promoter up: insulin promoter activators in MIN6 cells, imaging, high-content screening, mouse beta cells; 0.3% of 190,000 active; z-score at 5 µM; MIN6 insulin promoter-GFP reporter; stronger effect = higher value; AID 1625, 2009;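 active means z-score above 3 at 5 µM with at least 500 cells counted in the well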
Dynein transport: inhibitors of GR-EGFP nuclear translocation, primary screen, dynein cargo transport inhibitor project, imaging, high-content, 3617.4 mouse cells | test concentration mostly 20 µM; stimulated with dexamethasone, 1 µM; stronger effect = lower value | z-score, hits read low | 0.47% of 220,000 active;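 active means plate z-score of nuclear minus cytoplasmic receptor signal below a set negative limit, without overly bright fluorescence or cell loss, cut at about -3.5 in these data, passing the limit was not always enough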;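 further: z-score of nuclear minus cytoplasmic ring GR-EGFP intensity difference per well; some compounds called inactive have numbers as strong as hits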
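Buffer or medium – tet-free medium with charcoal-stripped serum · Signal – automated 10x imaging of fixed Hoechst-stained cells · Also added – dexamethasone agonist, 1.0 µM final, for 30 min · Incubation – induction 48 h, compound 1 h, agonist 30 min · Read-out – GR-EGFP nuclear translocation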
Dynein transport cytoplasmic EGFP: recorded beside Dynein transport, whose call it bears; z-score; measured here: cytoplasmic GR-EGFP intensity; stronger effect = higher value
Dynein transport nuclear GR-EGFP: second read-out of Dynein transport, no call of its own (marks repeat the call); z-score; measured here: nuclear GR-EGFP intensity;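 lower value marks the stronger effect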
Dynein transport cell count: also measured in Dynein transport; calls as there; z-score; measured here: cell count per field
Ins promoter up cell count: also measured in Ins promoter up; calls as there; cell count; measured here: cytotoxicity, nuclei count;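 total cells summed across four imaged fields per well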
Lipid droplet cells 6.5 µM: also measured in Lipid droplet; calls as there; cell count; measured here: cell count, cytotoxicity flag;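 cells counted across two imaged fields per well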
b-catenin transl cell count 5 µM: recorded beside b-catenin transl, whose call it bears; cell count; measured here: cell count, cytotoxicity flag
T cell modulator vesicle-bound %: further read-out of T cell modulator, marked with its call; double positive events, %; measured here: CD8+ vesicle-bound cell fraction;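 binding gate set so that unloaded-vesicle control wells show 10% double positive cells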
MT stabilize HCS Hoechst-high %: further read-out of MT stabilize HCS, marked with its call; % Hoechst-high responders; measured here: nuclear condensation Hoechst responders;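 share of cells brighter than vehicle mean plus two SD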
MT stabilize HCS cytotoxicity %: further read-out of MT stabilize HCS, marked with its call; toxicity, %; measured here: cytotoxicity by cell density;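 0% = mean cell density of plate MIN control wells and 100% = no cells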
Myeloid diff 2 GFP+ MAC1+ %: recorded beside Myeloid diff 2, whose call it bears; GFP+ MAC1+ double positive, %; measured here: differentiation confirmed by MAC1 staining
* marks the source's active call; other numbers are inactive results; i = inactive; / = no result given. This is a random part of the collection; 3% or so of the library scored in one or more.

SMILES	T cell modulator	T cell modulator vesicle-bound %	TNAP activation fold	MT stabilize HCS	MT stabilize HCS Hoechst-high %	MT stabilize HCS cytotoxicity %	Lipid droplet	Lipid droplet cells 6.5 µM	PMI inhibitors	b-catenin transl	b-catenin transl cell count 5 µM	Myeloid diff 2	Myeloid diff 2 GFP+ MAC1+ %	Ins promoter up	Ins promoter up cell count	Dynein transport	Dynein transport cytoplasmic EGFP	Dynein transport nuclear GR-EGFP	Dynein transport cell count
COc1ccc(C(=O)Nc2ccccc2C(=O)N2CCCCC2C)cc1 (stereo not drawn)	i	34.3	1.1	3.7	1.3	1.8	/	/	-3.2%	0.6	1472	i	0.3	0.7	1424	-0.716	-0.235	-0.239	0.669
CCC(=O)NC(=S)Nc1ccc(NC(=O)c2cccnc2)cc1	i	39.8	/	/	/	/	12.6	738	/	-2.1	1116	i	0.6	-0.18	1380	0.353	-0.151	-0.0605	-1.17
CC(Oc1ccc(Cl)cc1Cl)C(=O)Nn1cnnc1 (stereo not drawn)	i	31.1	1.1	1.6	1.8	1.1	49.0	757	-1.0%	-1.8	1251	i	0.8	0.27	1284	-0.118	-0.25	0.26	-0.194
Fc1ccccc1OCCCCCN1CCCC1	i	41.1	1.1	4.2	2.1	6.5	-9.4	602	8.2%	-1.0	1098	i	0.7	-0.15	1259	-1.15	-0.178	-0.47	0.242
O=C(CCSc1nnc2scc(-c3ccccc3)n12)NCc1ccc2c(c1)OCO2	i	48.0	1.1	2.3	3.3	17.9	-1.9	756	15.8%	/	/	i	0.6	1.81	1197	-0.298	-0.286	-0.053	-0.708
CCN(c1ccccc1)S(=O)(=O)c1ccc(Cl)c(NC(=O)Nc2ccc(Cl)cc2C#N)c1	i	53.1	1.1	3.4	4.3	2.7	4.7	697	6.4%	-0.8	551	i	1.1	-0.24	1059	-1.13	-0.304	-0.803	0.615
COc1cc(S(=O)(=O)Nc2cccc(C(=O)O)c2)c(OC)cc1Cl	i	48.6	1.1	2.5	1.4	8.8	-1.4	788	-14.3%	/	/	i	0.5	/	/	-1.09	1.41	-0.466	-0.324
COc1ccc2c(c1)c(CC(=O)Nc1cccc(S(N)(=O)=O)c1)c(C)n2C(=O)c1ccc(Cl)cc1	i	16.3	/	/	/	/	6.8	742	/	1.0	1229	i	0.8	-0.89	1169	0.198	-0.842	-0.228	-0.481
CCCc1ccc(-c2cc(C(=O)N/N=C/c3ccc([N+](=O)[O-])o3)c3ccccc3n2)cc1	i	36.0	1	34.5*	23.3*	28.9*	-11.2	752	-37.6%	228.8*	500*	i	0.0	/	/	-1.26	-0.161	-0.732	1.11
Cc1ccc(-c2csc3ncnc(SCC(=O)O)c23)cc1	i	50.5	/	/	/	/	14.9	758	/	0.1	1326	i	0.5	-0.11	1105	-0.922	-0.286	-0.0941	0.578
Cc1cc(C)nc(SCC(=O)Nc2ccc(Br)cn2)n1	i	20.7	1.1	2.0	1.7	10.2	/	/	3.9%	3.3	1391	i	0.4	0.06	1309	0.335	-0.216	0.493	-0.367
Cc1nc2nc(SCC(=O)NCCN3CCOCC3)nn2c(C)c1Cc1ccccc1	i	26.5	1.1	2.1	1.6	6.3	-39.2	783	11.7%	/	/	i	0.8	1.05	930	-0.123	-0.191	0.141	0.817
Cc1cc(Oc2ccc(-c3ccccc3)cc2)nc(N2CCOCC2)n1	i	55.7	1.1	0.9	1.9	9.0	/	/	11.2%	-0.1	1295	i	1.4	-0.03	1651	-0.376	-0.223	-0.196	0.788
O=C(CCS(=O)(=O)c1ccccc1)Nc1ccccc1F	i	55.5	1.1	2.8	2.5	6.3	5.4	689	-8.5%	1.1	1499	i	0.1	-0.11	1408	0.245	-0.278	0.424	0.852
CCN(CC)S(=O)(=O)c1cc(NC(=O)COC(=O)c2ccc(NC(=O)CC#N)cc2)ccc1C	i	18.1	1	1.6	1.8	10.9	-3.3	743	2.2%	0.0	1124	i	0.7	0.51	1223	-0.644	-0.211	-0.203	0.422
Fc1ccccc1COc1ccc(-c2nnn(Cc3ccccc3F)n2)cc1	i	43.0	1.1	5.1	1.6	4.7	/	/	3.7%	/	/	i	2.4	0.56	902	0.132	-0.199	0.161	0.0271
CCc1nnc(NC(=O)C2Cc3ccccc3CN2S(=O)(=O)CC)s1 (stereo not drawn)	i	31.7	1.1	2.0	1.3	3.3	-1.6	699	-5.4%	0.3	1078	i	0.3	-0.13	1315	0.19	-0.206	0.156	0.0805
CCN=C1S/C(=C\c2sccc2C)C(=O)N1CC	i	25.4	1.1	5.2	4.0	7.3	10.5	689	6.8%	13.7	638	i	0.0	-0.99	1517	0.0208	-0.252	-0.00908	0.494
Cc1ccc(N(CC(=O)N2CCOCC2)S(=O)(=O)c2ccccc2)cc1	i	28.8	1	4.1	1.2	7.5	/	/	-8.7%	0.4	1219	i	0.6	-0.25	1558	-0.616	-0.304	-1.01	0.789
O=C(C1=C(O)C(=O)N(CCOCCO)C1c1cccc([N+](=O)[O-])c1)c1cccs1 (stereo not drawn)	i	53.3	/	/	/	/	1.6	723	/	-0.3	1284	i	0.4	0.12	1127	0.0846	-0.243	0.0505	-0.0685
Cc1ccc(C2CC(c3cccs3)n3nc(N)nc3N2)cc1 (stereo not drawn)	i	26.5	1	2.4	3.1	12.3	/	/	0.9%	-4.0	886	i	1.1	0.03	1283	-0.476	-0.176	0.42	1.07
Cc1cc(C)n(CC(=O)Nc2cccc(C(F)(F)F)c2)n1	i	33.6	1.1	3.9	1.9	4.7	18.2	716	-6.4%	-0.9	1164	i	0.6	1.13	1286	-0.665	-0.353	-0.261	1.23
CCCc1nnc(NC(=O)c2c(O)c3c([nH]c2=O)CCCC3)s1	i	37.7	1.1	/	/	/	/	/	-3.1%	2.6	1155	i	0.7	-1.59	870	/	/	/	/
CCOCCCn1c(=S)[nH]c2cc(C(=O)NCCOC)ccc2c1=O	i	31.6	1	4.9	2.4	4.6	/	/	3.5%	0.5	1409	i	0.3	0.84	1348	-0.187	-0.307	-0.0179	0.0401
COc1ccc(C(=O)C2CCCN(C(=O)Cc3c(C)noc3C)C2)cc1OC (stereo not drawn)	i	30.6	1	2.8	2.1	7.1	27.3	725	5.0%	1.7	1071	i	0.1	-0.08	1365	-0.299	-0.357	-0.291	-0.0588

The list continues.
SMILES	T cell modulator	T cell modulator vesicle-bound %	TNAP activation fold	MT stabilize HCS	MT stabilize HCS Hoechst-high %	MT stabilize HCS cytotoxicity %	Lipid droplet	Lipid droplet cells 6.5 µM	PMI inhibitors	b-catenin transl	b-catenin transl cell count 5 µM	Myeloid diff 2	Myeloid diff 2 GFP+ MAC1+ %	Ins promoter up	Ins promoter up cell count	Dynein transport	Dynein transport cytoplasmic EGFP	Dynein transport nuclear GR-EGFP	Dynein transport cell count
Cc1cc(C)n2nc(C(=O)Nc3ccc4c(c3)OCO4)cc2n1	i	38.6	1	3.8	2.0	7.4	1.1	804	16.8%	0.1	1143	i	1.1	0.28	1002	2.11	-0.158	0.855	0.458
C[N+]1(CC2COC3(CCCCC3)O2)CCCC1 (stereo not drawn)	i	11.3	1.1	1.9	3.4	4.3	1.4	612	24.5%	2.7	531	i	0.9	0.01	1354	-0.541	-0.0526	-0.498	0.495
O=C(CC1C(=O)NCCN1Cc1cccc(Oc2ccccc2)c1)NCCn1cccn1 (stereo not drawn)	i	62.1	1	2.5	2.2	13.5	8.9	702	-0.3%	2.2	1079	i	0.2	0.01	1435	0.94	-0.379	0.229	-0.593
COc1ccc(C(=O)c2ccc(OC)cc2OC)cc1	i	15.4	/	/	/	/	-8.2	779	/	55.7*	408*	i	1.9	-0.12	874	0.141	-0.226	0.538	-0.401
CC(=O)Nc1ccc(-c2ccc(NC(C)=O)c(O)c2)cc1O	i	38.3	/	/	/	/	-7.5	700	/	-2.5	1102	i	0.3	-0.59	1408	0.384	-0.291	0.0844	-0.365
O=S(=O)(CCc1nc2ccccc2s1)c1ccc(Cl)cc1	i	18.5	1.1	1.9	1.8	2.3	3.3	745	6.1%	-5.8	1172	i	2.6	/	/	-0.0466	0.0114	0.357	0.0921
COc1ccc(C)cc1N(C(=O)COc1ccccc1)c1nc2ccccc2s1	i	42.6	1.1	4.0	1.9	6.0	3.7	679	5.6%	-1.4	929	i	0.4	-0.1	1323	0.808	-0.283	0.441	0.539
COC(=O)c1ccc(NC(=S)NCCc2ccc(OC)cc2)cc1	i	30.6	1.1	2.7	3.4	5.4	1.7	717	-5.4%	0.3	919	i	0.1	0.68	1617	-0.37	-0.357	0.153	0.396
Cc1cccc2cc(CN(CC3CCCO3)C(=O)c3cccnc3)c3nnnn3c12 (stereo not drawn)	i	12.0	1.1	2.1	2.6	12.3	/	/	-13.9%	-8.5	973	i	0.6	-0.53	1200	3.2	-0.183	1.76	-1.76

Source: PubChem (several laboratories)
